Screening data from PubChem.
IDE inh – cellular human IDE inhibition | P14735 | HEK cells, FAbetaB cleavage, fluorescence polarization | inhibition, % at 5.59 µM | actives 0.41% (n = 320,000) | AID 434962;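 active = percent inhibition above the average of all tested compounds plus 3 SD, set per screening campaign, cut at about 16% in these data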;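 also: IDE supplied by intact live HEK cells; FP after avidin binding of uncleaved biotin substrate so inhibition keeps polarization high; 0% = DMSO wells and 100% = 60 µM reference IDE inhibitor Ii1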
Target sequence (P14735 whole entry, looked up): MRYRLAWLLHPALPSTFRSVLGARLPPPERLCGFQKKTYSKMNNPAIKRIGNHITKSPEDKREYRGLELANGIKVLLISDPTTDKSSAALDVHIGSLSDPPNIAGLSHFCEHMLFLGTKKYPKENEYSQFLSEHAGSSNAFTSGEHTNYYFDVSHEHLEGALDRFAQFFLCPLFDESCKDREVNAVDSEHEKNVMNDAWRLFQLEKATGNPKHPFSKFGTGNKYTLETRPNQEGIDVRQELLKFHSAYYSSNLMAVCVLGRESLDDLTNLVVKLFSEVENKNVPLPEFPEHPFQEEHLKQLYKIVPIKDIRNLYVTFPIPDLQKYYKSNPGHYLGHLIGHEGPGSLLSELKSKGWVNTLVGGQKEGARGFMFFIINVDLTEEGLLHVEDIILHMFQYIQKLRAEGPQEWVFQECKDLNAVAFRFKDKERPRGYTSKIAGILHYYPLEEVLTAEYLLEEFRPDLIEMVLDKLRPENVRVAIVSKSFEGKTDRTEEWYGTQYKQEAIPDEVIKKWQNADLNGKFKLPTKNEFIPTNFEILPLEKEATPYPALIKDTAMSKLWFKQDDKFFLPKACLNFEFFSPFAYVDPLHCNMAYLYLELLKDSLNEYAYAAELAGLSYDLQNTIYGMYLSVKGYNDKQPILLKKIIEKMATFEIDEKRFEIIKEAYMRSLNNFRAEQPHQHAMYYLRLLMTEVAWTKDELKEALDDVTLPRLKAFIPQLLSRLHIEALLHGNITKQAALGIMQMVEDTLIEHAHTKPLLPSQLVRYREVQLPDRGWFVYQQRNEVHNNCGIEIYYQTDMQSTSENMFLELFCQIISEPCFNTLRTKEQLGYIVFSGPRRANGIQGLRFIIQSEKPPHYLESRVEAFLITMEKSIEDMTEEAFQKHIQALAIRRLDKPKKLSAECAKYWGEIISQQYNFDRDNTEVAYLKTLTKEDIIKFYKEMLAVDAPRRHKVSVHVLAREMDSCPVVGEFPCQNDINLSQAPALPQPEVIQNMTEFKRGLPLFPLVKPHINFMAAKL
VIM-2 inh – blocks Pseudomonas aeruginosa VIM-2 metallo-beta-lactamase. purified VIM-2, nitrocefin hydrolysis, epi-absorbance fluorescence. inhibition, % at 5.6 µM. actives 0.89% (n = 290,000);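 active = inhibition above the mean of all tested compounds plus 3 SD, cutoff set per screening run, cut at about 7.5% in these data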;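 also: red hydrolysis product quenches plate fluorescence so inhibitors raise well fluorescence; 0% = enzyme with DMSO and 100% = DMSO without enzyme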
p-CIP stab down – compounds decreasing mouse p/CIP protein stability; F442A p/CIP-EGFP cells, EGFP fluorescence, 16 h; decrease of EGFP signal, % at 10 µM; actives 0.01% (n = 290,000);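 active = EGFP signal decrease of at least 30% at 10 µM or well 3 SD below plate mean, unless failing retest; inactive = the rest, including hits failing retest or dose response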; also: some compounds called inactive have numbers as strong as hits; many of its hits are not listed in these tables
IMP-1 inhibitor – blocks Pseudomonas aeruginosa IMP-1 metallo-beta-lactamase. purified IMP-1, nitrocefin hydrolysis, epi-absorbance fluorescence. inhibition, % at 5.6 µM. actives 0.45% (n = 290,000). AID 1556;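 active = inhibition above the mean plus 3 SD of all compounds in the same screening run, cut at about 4.5% in these data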;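 also: 0% = IMP-1 with DMSO and 100% = DMSO wells lacking enzyme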
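System – purified recombinant IMP-1 beta-lactamase · Input – IMP-1 dispensed at 0.2 nM · Timing – 15 min preincubation plus 25 min reaction at 25 °C · Signal – Epi-absorbance fluorescence, 480 nm excitation, 530 nm emission · Measure – percent IMP-1 inhibition derived from blank-referenced optical density · Controls – Enzyme-plus-DMSO low control, enzyme-free DMSO high control · Replication – singlicate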
PfM18AAP inh – PfM18AAP enzyme inhibition | recombinant PfM18AAP, H-Glu-NHMec fluorogenic cleavage | actives 1.2% (n = 290,000) | inhibition, % at 7.35 µM | AID 1822;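 active = inhibition above the campaign mean inhibition over all tested compounds plus 3 SD, cut at about 28% in these data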;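 also: 0% = plate median of test compound wells and 100% = 2 mM ZnCl2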
UBC9 SUMO inh – inhibitors of human SUMOylation (UBC9); P63279; HTRF SUMOylation assay, SAE1/SAE2 + UBC9, in vitro; inhibition, % at 35 µM; actives 0.36% (n = 290,000); AID 2006; in the data active = inhibition above about 50%, passing the limit was not always enough; also: strong numbers were not always called active
IDE act – boosts human insulin-degrading enzyme activity in HEK cells; FAbeta-B cleavage, fluorescence polarization; 0% vehicle, 100% cell-free pure enzyme wells; activation, % at 5.96 µM; actives 0.073% (n = 340,000); AID 493087;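 active = activation above the mean of all tested compounds plus 3 SD, set per screening campaign, cut at about 17% in these data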
DNA FID counter – counter-screen for HCV NS3 helicase inhibitors: DNA intercalator displacement. actives 0.17% (n = 290,000). DNA fluorescent intercalator displacement, fluorescence. inhibition, % at 7.9 µM; in the data active = inhibition above about 37%;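 also: 0% = vehicle and 100% = reference compound; higher means more ethidium bromide displaced from hairpin DNA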
HCV NS3 hel inh – blocks Hepatitis C virus NS3 helicase unwinding | NS3 helicase DNA unwinding, Cy5 molecular beacon fluorescence | actives 0.56% (n = 290,000) | AID 1800 | inhibition, % at 10.9 µM;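 active = inhibition above the mean of all tested compounds plus 3 SD, set per campaign, cut at about 35% in these data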;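 also: 0% = DMSO wells and 100% = thioflavine S control wells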
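Assay system: hepatitis C virus NS3 helicase domain fragment enzyme. Also added: annealed dual-labelled DNA beacon duplex, ATP-started. Timing: 1 h reaction at 25 °C, ATP-initiated. Technique: Cy5 fluorescence at 0 and 60 min, beacon hairpin quenching. Evaluation: % inhibition of unwinding. Replication: one well per compound.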
* = called active by the depositor; . = no result given.

Below each compound – PfM18AAP inh | HCV NS3 hel inh | IDE act | IMP-1 inhibitor | IDE inh | p-CIP stab down | VIM-2 inh | DNA FID counter | UBC9 SUMO inh
COC(=O)Nc1ccc(S(=O)(=O)N2CCCC(C(=O)NC3CCCCC3)C2)cc1 (stereo unspecified)
  5 | -6 | 5 | -2.0 | -4 | 2 | 0.8 | -15 | 10
O=C(NCc1ccccn1)c1coc(=O)c(Br)c1
  -2 | -2 | 9 | -6.2 | 1 | 4 | -5.2 | 1 | 10
Cc1cccc(N2CC(O)(c3cccs3)[N+]3=C2CCCC3)c1C (stereo unspecified)
  -6 | 9 | 3 | -1.0 | 1 | -3 | -0.9 | 11 | -8
COc1ccc(OC)c(Nc2nc(-c3sc(NC(=O)c4ccccc4)nc3C)cs2)c1
  -4 | -3 | . | -0.4 | 0 | -9 | -2.2 | -2 | 14
O=C1c2ccccc2C(=O)N1/N=C/c1ccc(O)c(O)c1
  57* | -20 | 7 | -3.4 | -2 | -7 | -3.0 | -7 | 2
COc1cc(C(=O)NC2CC(C)(C)Cc3c2cnn3-c2ccccc2)cc(OC)c1OC (stereo unspecified)
  3 | -1 | 4 | -0.8 | -5 | -5 | -7.9 | -43 | 4
CCOC(=O)/C=C/c1nc(C(=O)OCC)c(C)c(=O)[nH]1
  -7 | -7 | 5 | -0.9 | 3 | 4 | -0.8 | -4 | 24
CCN(CC(=O)Nc1cccc(OC)c1)CC(=O)Nc1ccccc1C
  -4 | -21 | 5 | -2.9 | -1 | 6 | -0.9 | -22 | 6
COC(=O)C1=C(C(=O)OC)C(c2ccc(OC)c(OC)c2)c2sc(=O)[nH]c2S1 (stereo unspecified)
  3 | 3 | 0 | -0.2 | 3 | 2 | 1.2 | -19 | 11
CC(=O)n1ccnc1
  2 | 2 | 7 | -3.6 | 4 | 0 | -3.6 | -3 | 4
O=C(NCC1CCN(Cc2ccccc2F)CC1)C1CCCN(c2ncnc3c2nc2n3CCCCC2)C1 (stereo unspecified)
  2 | -11 | -4 | -0.6 | -4 | 3 | 0.1 | 10 | 3
O=C(Cn1cc(S(=O)(=O)Cc2ccccc2)c2ccccc21)N1CCOCC1
  -2 | 21 | 1 | 0.7 | -4 | 0 | 0.2 | -24 | 5
Cc1cc(C(=O)CSc2nnc(-c3cccnc3)n2-c2ccccc2F)c(C)n1CC1CCCO1 (stereo unspecified)
  3 | 6 | -19 | -2.9 | 5 | -1 | -3.1 | -30 | 16
COc1cc2c(cc1NS(=O)(=O)N1CCCCC1)oc1ccccc12
  -1 | -8 | -4 | -3.3 | 2 | -6 | -2.5 | -5 | 4
Cc1oc2cc3oc(=O)c(CCC(=O)N[C@H](C(=O)O)C(C)C)c(C)c3cc2c1C
  -12 | -1 | 0 | 0.2 | 4 | -7 | 0.8 | -21 | 32
O=C1NC2(CCCCC2)C(=O)N1CCN1C(=O)c2ccccc2C1=O
  -1 | -7 | 7 | -2.8 | 7 | -4 | -2.3 | -2 | 24
Cc1cc(C(=O)CSc2n[nH]c(N)n2)c(C)n1-c1ccc(F)cc1
  12 | 11 | -2 | -4.7 | -2 | -9 | -3.6 | -17 | 38
O=C(O)Cc1csc(NC(=O)CSc2cccc(C(=O)O)n2)n1
  -3 | 1 | . | -0.3 | 2 | -2 | -0.3 | 1 | 5
CCOCC(=O)Nc1cc(-c2cn3cccnc3n2)ccc1C
  0 | 5 | -1 | -1.0 | 0 | -5 | 0.0 | -8 | 47
CCn1c(CCc2nc3ccccc3[nH]2)n[nH]c1=S
  17 | 4 | 0 | -2.4 | 3 | 6 | -1.9 | -25 | 10

Overlap with the part before: two compounds, then new ones.
Below each compound – PfM18AAP inh | HCV NS3 hel inh | IDE act | IMP-1 inhibitor | IDE inh | p-CIP stab down | VIM-2 inh | DNA FID counter | UBC9 SUMO inh
CCOCC(=O)Nc1cc(-c2cn3cccnc3n2)ccc1C
  0 | 5 | -1 | -1.0 | 0 | -5 | 0.0 | -8 | 47
CCn1c(CCc2nc3ccccc3[nH]2)n[nH]c1=S
  17 | 4 | 0 | -2.4 | 3 | 6 | -1.9 | -25 | 10
COc1ccc(C(=O)NN2C(=O)C3CCC(C)(C2=O)C3(C)C)cc1 (stereo unspecified)
  2 | 3 | 3 | -2.9 | -4 | 4 | -2.5 | -3 | -20
CCOC(=O)c1cnn(-c2ccccc2)c1-n1cccc1C(=O)C(=O)Nc1ccc(F)cc1
  13 | -10 | 2 | -2.5 | -2 | 12 | -2.3 | -25 | -18
CC(=O)Nc1ccc(NC2=C(Cl)C(=O)c3ccccc3C2=O)cc1
  -11 | -3 | . | -1.0 | . | 36 | -0.3 | 7 | -20
COc1ccc(S(=O)(=O)N2CCc3ccccc32)cc1C(=O)NCCc1ccccn1
  -3 | -16 | 3 | -2.7 | -4 | 7 | -2.3 | -26 | -9
Cc1cc2c(c(=O)n1CCc1ccccc1)C(C(C)C)C(C#N)=C(N)O2 (stereo unspecified)
  -6 | -2 | 0 | -1.6 | 6 | -4 | -2.0 | -7 | -9
Cc1cccc(-c2nnc3n2N=C(c2ccccc2)CS3)c1
  3 | 5 | 1 | -4.4 | 2 | -7 | -1.3 | -15 | 20
COCCSc1ccccc1C(=O)Nc1ccncc1
  7 | 5 | -2 | 1.6 | 0 | -2 | -3.1 | 0 | 1
O=c1cc(CSc2nnc(COc3ccc(Cl)cc3)o2)c2ccccc2[nH]1
  3 | 4 | 2 | -4.8 | 7 | -2 | -3.7 | -8 | 7
O=C(O)/C=C/c1ccc2ccccc2n1
  3 | -5 | 5 | 0.6 | 0 | -10 | -2.4 | -1 | -4
Nc1cccc(C(=O)Nc2cccc3ncccc23)c1
  0 | 2 | 4 | 0.6 | 1 | 1 | 0.0 | 1 | 2
CS(=O)(=O)Nc1ccccc1C(=O)NCCSc1ccc(Cl)cc1
  -8 | -5 | 1 | -2.5 | . | -3 | -0.8 | -11 | 6
Cc1cc(C)nc(N/N=C/c2ccc([N+](=O)[O-])o2)n1
  -3 | 11 | 1 | -3.2 | 0 | 0 | -2.2 | -10 | 6
O=C(Nc1nc(-c2cccs2)cs1)C1=COCCO1
  3 | -7 | -4 | -1.4 | 4 | 4 | -0.1 | 3 | -9
Cc1ccc(NC(=S)N(CCCN2CCOCC2)Cc2cccnc2)cc1C
  2 | -4 | 0 | -2.5 | -2 | 8 | -1.4 | -1 | 0
Cc1ccc(-n2c(O)cnc2Nc2nc(C)cc(C)n2)cc1
  5 | -1 | 7 | -4.2 | -1 | -12 | -3.1 | -1 | 11
CCOc1ccc(S(=O)(=O)N2CCCC(C(=O)NCc3cccnc3)C2)cc1C (stereo unspecified)
  9 | 4 | -2 | -4.0 | 3 | -3 | -1.9 | -31 | 9
N#Cc1ccsc1NC(=O)c1cccc([N+](=O)[O-])c1
  7 | 17 | 6 | -3.2 | -1 | 10 | 0.9 | 2 | 5
Cc1ccc(C)c(NC(=O)COC(=O)c2ccc3c(c2)OCO3)c1
  2 | 10 | 4 | -1.4 | -1 | 5 | -3.1 | 6 | 15
CCN1C(=O)c2cccc3c(S(=O)(=O)N(C(=O)c4ccncc4)c4ccc(OC)cc4)ccc1c23
  -24 | -26 | 1 | -1.9 | 6 | 0 | -0.7 | -21 | 27
COc1ccc(-n2ncc3c(=O)n(CC(=O)N4c5ccccc5CC4C)cnc32)cc1 (stereo unspecified)
  -3 | 7 | 6 | 0.3 | -2 | -14 | -0.5 | -5 | 11
Fc1ccc(-c2cc(-c3cccs3)cc(-c3ccccc3)n2)cc1
  -6 | -8 | 1 | -0.5 | -17 | 4 | 1.6 | 0 | -1
O=C(/C=C/c1ccc(Cl)c([N+](=O)[O-])c1)Nc1ccc(NC(=O)c2ccco2)cc1
  2 | -10 | 1 | -2.5 | . | 7 | -1.3 | 2 | 22
Cc1cccc(NC(=O)CN(C)S(=O)(=O)c2cccc3cccnc23)c1
  7 | -5 | 4 | -5.0 | 6 | 0 | -2.9 | -12 | 8
Cc1ccc(C)c(NC(=O)CN(C)C(=O)CSC(C)C(=O)Nc2cc(C)on2)c1 (stereo unspecified)
  8 | 2 | 5 | 1.9 | -4 | 13 | -0.4 | -18 | 4
O=C1Nc2c(c(=O)[nH]c(=O)n2-c2ccccc2)C(C(F)(F)F)(C(F)(F)F)N1
  3 | 0 | 8 | -0.6 | 1 | 1 | -1.2 | 0 | 11
CCOc1ccccc1NC(=O)CSc1nnc(CCC(=O)Nc2ccccc2F)n1C
  8 | 19 | 2 | -2.4 | 6 | -16 | -2.2 | -42 | 1
CSc1ccc(CN(C)C(=O)c2cc(=O)[nH]c3ccccc23)cc1
  4 | -7 | 7 | -3.9 | 0 | 1 | -0.2 | -26 | 5
NC(=S)N/N=C/c1ccc(-c2cccc([N+](=O)[O-])c2)o1
  11 | 2 | -2 | -0.9 | -1 | -7 | 6.4 | 7 | -2
CCC(CC)C(=O)N(CCc1ccc(OC)cc1)Cc1nc2ccccc2c(=O)[nH]1
  5 | -2 | -3 | -2.8 | 0 | 15 | -3.9 | -40 | -2
CC(O)CCC(=O)NNC1CC(=O)N(c2ccccc2)C1=O (stereo unspecified)
  1 | 3 | . | -1.4 | 3 | 6 | -3.0 | 0 | 6
COCCn1c(SCC(=O)Nc2ccc3c(c2)OCCO3)nc2c(c1=O)SC(C)C2 (stereo unspecified)
  1 | 4 | 6 | -2.1 | 1 | -20 | -0.7 | -10 | -19
CC(Nc1[nH]c(=O)n(C)c(=O)c1N=O)c1ccccc1 (stereo unspecified)
  3 | -1 | 3 | 1.3 | 5 | 2 | 0.0 | -6 | 9
COC(=O)C(Cc1ccc(O)cc1)NC(=O)C(C)NC(=O)c1ccc(C(C)(C)C)cc1 (stereo unspecified)
  4 | -6 | 0 | -2.6 | 1 | -14 | -4.5 | -36 | 9
O=C(COCc1cc(-c2cccs2)on1)NC1CCCCC1
  0 | -7 | -3 | -1.6 | -1 | -3 | -2.1 | -24 | 7
COc1ccc(CCn2ccc(O)c(Cc3ccc(Cl)cc3)c2=O)cc1OC
  -6 | 6 | 6 | -3.0 | -1 | -5 | -2.1 | -16 | 4
COC(=O)c1ccc(Cn2cc(/C=C\[N+](=O)[O-])c3ccccc32)o1
  -5 | 6 | 3 | -0.4 | 4 | 4 | 1.6 | -15 | 7
O=C(CC1SC(=Nc2ccccc2)N(Cc2ccccn2)C1=O)Nc1cccc(Cl)c1 (stereo unspecified)
  2 | -10 | 3 | -0.7 | 4 | 5 | -1.3 | -10 | -43
